High-throughput results as filed in PubChem BioAssay.
Tb PYK inh: inhibitors of Trypanosoma brucei pyruvate kinase; Potency, µM (top dose mostly 76.8 µM), inactives show top-dose activity, negative = inhibition, actives largely listed as inhibitors; 0.12% of 410,000 active; TbPYK enzyme, Kinase-Glo Plus ATP luminescence, 45 min; Q57TT1; further: potency means the concentration at half of the fitted maximal effect; nearly all actives have a fitted effect of over 50% in size
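In this concentration-response screen, enzyme-free wells defined baseline while DMSO plates tracked drift. Each reaction combined TbPYK, substrate, compound and 130 uM ADP for 45 min at room temperature. Kinase-Glo Plus luminescence gave the signal.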
LmPK inh: blocks Leishmania mexicana pyruvate kinase activity; Q27686; purified LmPK, Kinase-Glo ATP luminescence, 1 h; Potency, µM (highest dose often 57.5 µM), for the others: top-dose activity change, negative = inhibition, most hits filed as inhibitors; 0.37% of 290,000 active; AID 1721; further: potency means the concentration at half of the fitted maximal effect
Target sequence (Q27686 whole entry, looked up): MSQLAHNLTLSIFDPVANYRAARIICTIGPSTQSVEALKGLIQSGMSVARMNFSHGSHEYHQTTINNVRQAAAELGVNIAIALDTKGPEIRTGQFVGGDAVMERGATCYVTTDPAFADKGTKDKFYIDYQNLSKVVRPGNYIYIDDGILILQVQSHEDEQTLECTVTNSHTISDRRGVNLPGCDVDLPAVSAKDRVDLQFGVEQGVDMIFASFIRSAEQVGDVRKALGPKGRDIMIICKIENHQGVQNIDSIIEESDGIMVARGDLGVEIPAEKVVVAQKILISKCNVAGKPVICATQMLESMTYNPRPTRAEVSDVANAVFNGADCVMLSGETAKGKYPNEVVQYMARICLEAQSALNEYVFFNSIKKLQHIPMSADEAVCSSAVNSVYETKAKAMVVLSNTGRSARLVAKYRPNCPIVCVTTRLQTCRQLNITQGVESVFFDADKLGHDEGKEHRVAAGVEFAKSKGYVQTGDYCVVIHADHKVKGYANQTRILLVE
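Kinase-Glo luminescence read after 1 h RT reaction of 0.1 nM LmPK with 0.5 mM PEP and 0.1 mM ADP. Activity scaled between uninhibited and enzyme-free controls.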
HCMV inh: blocks human cytomegalovirus replication; HFF cells, HCMV-luciferase reporter, 72 h; active compounds read low; activity change, negative = inhibition, % at 57.5 µM; 4.5% of 410,000 active; AID 1259415; in the data active means activity change below about -60%; inconclusive means no clear call, values can overlap the other calls; inactive means above about -39%
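Screen run at 2 compound doses on HFFs infected with reporter HCMV, MOI 1 PFU/cell. Luciferase activity from cell lysates at 72 h post infection gave inhibition relative to buffer-only and Salinomycin wells.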
AmpC inh detg: blocks E. coli AmpC beta-lactamase in detergent assay; P00811; AmpC hydrolysis of nitrocefin, absorbance 480 nm, 0.01% Triton; Potency, µM (series often up to 114 µM), inactives show at the top dose activity change, negative = inhibition, hits mostly inhibitors; AID 485294; 0.041% of 370,000 active;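 further: potency means the concentration at half of the fitted maximal effect; 0% = no-compound wells and -100% = no-enzyme wells; nearly all actives have a fitted effect of over 25% in size; some results filed as inactive show a strong effect at the top dose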
Target sequence (P00811 whole entry, looked up): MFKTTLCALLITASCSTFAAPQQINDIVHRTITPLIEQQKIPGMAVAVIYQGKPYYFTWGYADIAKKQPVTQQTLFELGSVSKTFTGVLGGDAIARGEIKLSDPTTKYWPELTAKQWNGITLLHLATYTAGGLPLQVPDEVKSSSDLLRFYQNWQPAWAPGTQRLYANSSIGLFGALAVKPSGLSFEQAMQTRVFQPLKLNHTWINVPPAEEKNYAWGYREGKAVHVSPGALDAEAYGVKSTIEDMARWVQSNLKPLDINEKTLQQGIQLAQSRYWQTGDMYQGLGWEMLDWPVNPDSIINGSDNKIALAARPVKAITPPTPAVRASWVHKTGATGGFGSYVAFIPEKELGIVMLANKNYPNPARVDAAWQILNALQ
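20 mM phosphate pH 7.0 + 0.01% (detergent screen) or 0.0001% Triton X-100; 5.3 nM AmpC reagent; cpd preinc 15 min RT; nitrocefin (800 uM stock) to start; A480 q20 s × 4 min; Activity was normalised to no-enzyme and no-compound control wells.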
Sm TGR inh: blocks Schistosoma mansoni thioredoxin glutathione reductase; Potency, µM (top dose mostly 114 µM), inactives show top-dose activity change, negative = inhibition, hits mostly inhibitors; AID 485364; purified TGR, DTNB reduction, TNB absorbance 405 nm; Q962Y6; 3% of 360,000 active; further: potency means the concentration at half of the fitted maximal effect; nearly all actives have a fitted effect of over 60% in size
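Kinetic colorimetric format: TGR-catalysed, NADPH-driven DTNB reduction monitored via TNB absorbance. Enzyme dispensed at 20 nM; compound exposure 15 min at room temperature before reaction start.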
AMA1-RON2 inh: disrupts binding of P. falciparum AMA1 to RON2 | 0.2% of 360,000 active | AlphaScreen AMA1-biotinylated RON2 peptide binding | AID 720542 | Potency, µM (doses to about 58.2 µM), without a hit: at the top dose activity change, negative = inhibition, actives largely listed as inhibitors;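 further: potency means the concentration at half of the fitted maximal effect; 0% = vehicle wells and -100% = peptide control; nearly all actives have a fitted effect of over 45% in size; some results filed as inactive show a strong effect at the top dose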
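AMA1 (3D7) with his tag at 25 nM final met compounds first, then biotinylated RON2 peptide at 25 nM; detection used donor plus acceptor beads, 10 µg/mL apiece, read by AlphaScreen after 30 min at room temperature.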
AmpC no deterg: inhibitors of E. coli AmpC beta-lactamase without detergent. P00811. AmpC nitrocefin hydrolysis, absorbance 480 nm, 0.0001% Triton. Potency, µM (series often up to 57.1 µM), inactives show at the highest dose activity change, negative = inhibition, hits mostly inhibitors. 0.52% of 330,000 active;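 further: potency means the concentration at half of the fitted maximal effect; plate controls were no compound for no effect and no enzyme for full effect; nearly all actives have a fitted effect of over 20% in size; some results filed as inactive show a strong effect at the top dose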
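AmpC (5.3 nM in the dispensed reagent) in 20 mM phosphate pH 7.0 with 0.01% (detergent screen) or 0.0001% Triton X-100 was preincubated with compounds for 15 min at room temperature. Nitrocefin was then added from an 800 uM solution, and hydrolysis was followed at 480 nm.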
* marks the source's active call; other numbers are inactive results; ? = inconclusive; . = not tested or not shown; [ ] = remark or other dose. Unless noted, the call rests on the fitted dose curve; in most records, active means well fitted curve in the direction sought with a large enough effect; inconclusive means small, poorly fitted or top-dose-only effect, or another doubt; inactive means no such curve, though single readings can be large; an effect the other way counts as inactive or inconclusive. Unless noted, on the % scale 0 is the no-effect control and ±100 the full control effect.

entry	structure	Tb PYK inh	LmPK inh	HCMV inh	AmpC inh detg	Sm TGR inh	AMA1-RON2 inh	AmpC no deterg
1	O=C(Nc1ccc2c(c1)OCO2)c1cc2ncc(Br)cn2n1	-30%	-3%	133	0%	2%	-15%	-14%
2	Cc1ccc(-c2nnc(-c3ccccc3)o2)cc1Br	4%	.	54	.	.	6%	.
3	O=C(O)COc1ccc(Cl)cc1Cl	-3%	.	6	.	.	9%	.
4	CCc1cc(=O)[nH]c(SCc2nc(-c3ccc(C(F)(F)F)cc3)no2)n1	-7%	.	58	10%	-2%	.	.
5	Cc1cc(C(=O)N2CCC2(C)C(=O)NS(=O)(=O)c2ccc(F)cc2F)nn1C (stereo not given)	2%	.	-14	.	.	-3%	.
6	O=[N+]([O-])c1cccc(-c2cn(-c3ccccc3)c(=S)[nH]2)c1	?	-16%	89	7%	-7%	70%[activator]	-3%
7	CC1CCCCN1C(=O)CN1CCN(S(=O)(=O)c2ccc(Br)cc2Cl)CC1 (stereo not given)	-1%	.	-32	0%	3%	-11%	197%[activator]
8	CCC(=O)N1CCc2cc(Br)cc(S(=O)(=O)CCC(=O)NCc3ccco3)c21	-6%	1%	.	-2%	?	-3%	-12%
9	O=C(CNc1ccc2ccccc2c1)NNC1=NCCC1	-15%	0%	4	0%	-2%	82%[activator]	-25%
10	O=C(CN1C(=O)C2CCCCC2C1=O)OCC(=O)c1ccc(F)cc1 (stereo not given)	1%	.	12	-15%	-8%	13%	8%
11	N#C/C(=C/Nc1ccccc1F)S(=O)(=O)c1ccc(Cl)cc1	-5%	1%	-17	3%	21%	-16%	-34%
12	CCCCn1c(=O)c(C(=O)N/N=C/c2ccc(F)cc2)c(O)c2ccccc21	.	2%	.	-3%	-3%[57.1 µM]	.	27%
13	Cc1ccc2nc(N3C(=O)CNC3=S)sc2c1	-26%	?	-92*	8%	6%	14%	-27%
14	COc1ccc(C(=O)NCc2nnc(SCC(=O)N3CCc4ccccc43)n2C2CCCCC2)cc1	-1%	4%	7	-5%	0%	1%	-8%
15	COc1ccc(CCN2CC(C(=O)NCc3cnn(C)c3)CCC2=O)cc1 (stereo not given)	-2%	.	-7	.	.	-6%	.
16	Cc1cc(C)cc(OCc2ccc(C(=O)NN)o2)c1	-1%	2%	-3	-11%	21%	20%	-26%
17	CC(Cc1cccs1)NC(=S)Nc1ccc(F)cc1 (stereo not given)	-3%	2%	?	-3%	-3%	5%	-24%
18	Cc1ccc(C)c2[nH]c(=O)c(CCNC(=O)c3ccc4c(c3)OCO4)cc12	-1%	-1%	-33	-2%	-4%	-7%	-1%
19	CC1CN(c2ccc([N+](=O)[O-])c(NCCOc3ccc(Cl)cc3)c2)CC(C)N1 (stereo not given)	1%	7%	-17	3%	2%	-28%	52%
20	Cc1csc(NC(=O)CNS(=O)(=O)c2cccs2)n1	0%	2%	3	8%	4%	38%	-25%
21	Cc1ccc(Cl)cc1N1CCN(C(=O)c2noc(C)c2[N+](=O)[O-])CC1	2%	-4%	-105*	-9%	-6%	0%	5%
22	COCCCNC(=O)c1ccc(CS(=O)(=O)c2ccc(OC)cc2)o1	-4%	-7%	17	?	?	15%	1%
23	O=C(O)CCc1nnc2cnc3ccccc3n12	5%	.	19	20%	2%	.	.
24	CCOc1ccc(S(=O)(=O)Nc2cccc(C(=O)NCC3(N4CCCCC4)CCCCC3)c2)cc1	-3%	.	-26	-16%	-6%	-5%	2%
25	Cc1ccc(C2=NOC(C)(c3nnc(-c4cccc(Cl)c4)o3)C2)cc1 (stereo not given)	1%	.	-28	.	.	12%	.
26	O=[N+]([O-])c1ccc(C=Nc2ccc(Cl)c([N+](=O)[O-])c2)s1	.	-2%	-99*	3%	.	.	-14%
27	Cn1c(C(=O)NCCc2ccccc2)cc2c(=O)n3ccccc3nc21	1%	.	-11	17%	0%	.	.
28	CC1=C(C(=O)Nc2cc(C(=O)NCCC(C)C)ccc2C)SCCO1	0%	-6%	-39	-3%	9%	6%	5%
29	CCN(CC(=O)Nc1c(F)cccc1F)C(=O)C1CCN(C(=O)c2ccc(Cl)cc2)CC1	1%	.	-6	-10%	4%	-12%	8%
30	COc1ccccc1-c1noc(CCC(=O)Nc2cccc(C(F)(F)F)c2)n1	3%	0%	-6	-4%	-4%	10%	17%
31	COc1ccc(OCCC(=O)NCCN2CCOCC2)cc1	-6%	4%	2	-10%	1%	-11%	-21%
32	Cc1cc(C)c(Cn2c3ccccc3c3cnn(CC(=O)NCCC4=CCCCC4)c(=O)c32)c(C)c1	0%	.	15	11%	1%	.	.
33	Cc1cc(NC(=O)c2cc3nc4c(c(C(F)(F)F)n3n2)CCc2ccccc2-4)no1	.	-1%	.	-25%	5%	.	-23%
34	CCOc1cc(C(=O)OCc2cc(=O)n3nc(CC)sc3n2)cc(OCC)c1OCC	1%	.	4	17%	1%	.	.
35	C(=N\Nc1nc(N2CCCCCC2)nc(N2CCCCCC2)n1)/c1ccccc1	0%	4%	?	3%	0%	23%	-20%
36	CCOC(=O)Cn1c(=N)n(Cc2ccc(C(C)(C)C)cc2)c2ccccc21	2%	.	?	12%	8%	.	.
37	Cc1ccc(C(=O)N(CN2CCCC2=O)c2ccc(F)cc2)cc1C	-21%	-2%	-29	-1%	5%	9%	0%
38	CC(C)(C)c1cc(NC(=O)CCl)n(-c2ccccc2)n1	1%	-4%	?	3%	13µM*	-24%	-12%
39	CC(=O)c1ccc(N(C(=O)Cn2nnc3ccccc32)C(C(=O)NCc2ccccc2)c2ccccn2)cc1 (stereo not given)	21%	-3%	7	?	-1%	37%[activator]	34%
40	Cc1cccc(C)c1OCC(=O)Nc1c(C(=O)c2ccccc2)oc2ccccc12	-11%	.	-15	19%	3%	.	.
41	CCc1ccc(OCC(=O)NC2CC(C)(C)NC(C)(C)C2)cc1	-4%	3%	19	-14%	-2%	0%	-15%
42	CC(=O)Nc1ccc(OCCOc2ccc(NC(C)=O)cc2)cc1	-1%	-10%	14	-13%	-22%	7%	-8%
43	CN(Cc1cccs1)C(=O)CSc1nc(N)cc(N)n1	-1%	0%	28	-7%	-7%	9%	-14%
44	COc1cccc(N(CC(=O)NCCSCc2ccc(Cl)cc2)S(C)(=O)=O)c1	-2%	1%	23	-13%	4%	-7%	63%[activator]
45	CCNC(=S)N/N=C(\C)c1ccc2c(c1)OCCO2	-15%	1%	-15	-1%	-26%	35%[activator][11.6 µM]	-11%
46	CN1C[C@@H]2C(c3ccc(C(F)(F)F)cc3)C3(c4ccccc4)CC2(C3)[C@H]1c1ccccc1 (stereo not given in full)	3%	5%	2	-1%	-8%	?	-13%
47	Cc1ccccc1-n1c(=S)[nH]c2nc3c(cc2c1=O)CCCC3	0%	3%	-8	6%	0%	95%[activator]	-10%
48	Cc1ccc(S(=O)(=O)N2CCCC(C(=O)NCCC3=CCCCC3)C2)cc1 (stereo not given)	0%	1%	-2	-1%	-5%	-3%	-8%

Structures from the list above with an aryl thioether with sulfur outside any ring (three):
entry	structure	Tb PYK inh	LmPK inh	HCMV inh	AmpC inh detg	Sm TGR inh	AMA1-RON2 inh	AmpC no deterg
4	CCc1cc(=O)[nH]c(SCc2nc(-c3ccc(C(F)(F)F)cc3)no2)n1	-7%	.	58	10%	-2%	.	.
14	COc1ccc(C(=O)NCc2nnc(SCC(=O)N3CCc4ccccc43)n2C2CCCCC2)cc1	-1%	4%	7	-5%	0%	1%	-8%
43	CN(Cc1cccs1)C(=O)CSc1nc(N)cc(N)n1	-1%	0%	28	-7%	-7%	9%	-14%

Further records follow.
entry	structure	Tb PYK inh	LmPK inh	HCMV inh	AmpC inh detg	Sm TGR inh	AMA1-RON2 inh	AmpC no deterg
49	CC(=O)c1cccc(N(C(=O)c2ccccn2)C(C(=O)NC2CCCCC2)c2cccs2)c1 (stereo not given)	1%	10%	?	-1%	-15%	3%	?
50	CC(=O)OC1(C(C)=O)CCC2C3CC(C(F)(F)F)C4=CC(=O)CCC4(C)C3CCC21C (stereo not given)	-1%	.	-29	.	.	-2%	.
51	COc1ccc(CCNC(=O)NC23CC4CC(CC(C4)C2)C3)cc1OC	-3%	1%	-27	1%	7%	-1%	5%
52	CCN(CC)C(=O)C1=C(C)N(CCCN2CCCC2=O)C(=O)C(CC(=O)NCCN2CCOCC2)C1 (stereo not given)	1%	.	-26	.	.	-3%	.
53	Cc1c(C(=O)Nc2cccc(Oc3ccccc3)c2)sc(=O)n1Cc1ccc(F)cc1	-12%	.	-26	.	.	-12%	.
54	CC(C)(C)OC(=O)NCc1ccc(CNC(=O)c2[nH]cnc2C(=O)N[C@@H](Cc2ccccc2)C(=O)OC(C)(C)C)cc1	-2%	-3%	49	?	9%	121%[activator]	128%[activator]
55	Nc1nc2nccc(-c3ccco3)n2n1	1%	5%	74	-20%	-13%	-9%	-23%
56	CC(C)C1N=C(c2ccc3c(c2)OCO3)CC(c2ccccc2O)N1 (stereo not given)	-6%	?	86	-13%	-30%	-5%	-43%
57	Cc1nc(SCC(=O)Nc2nccs2)c(C#N)c(C)c1C	2%	.	-69*	3%	-7%	45%[activator]	-10%
58	O=C1OCCC1=COCCCCCCOC=C1CCOC1=O	6%	.	7	.	.	5%	.
59	CCN(C(=O)CN1CC=C(c2ccccc2)CC1)c1c(N)n(Cc2ccccc2)c(=O)[nH]c1=O	-9%	5%	-62*	-3%	-4%	34%[activator]	4%
60	O=C(N/C=C/c1ccccc1)c1ccccc1	4%	.	65	?	-23%	1%	-27%
61	Cc1ccccc1C1C(=O)c2ccccc2C1=O	4%	-5%	-20	-15%	0%	-4%	-7%
62	COc1ccc(NC(=O)c2sc3nc4c(cc3c2N)CN(Cc2ccccc2)CC4)cc1OC	3%	.	-12	12%	-4%	.	.
63	COC(=O)c1cc(NC(=O)c2ccc(-c3ccccc3)cc2)ccc1Cl	-2%	-6%	-23	-1%	-3%	3%	-14%
